rCAG binder = molecules binding r(CAG) RNA repeats. hit rate 1.3% among 370,000. inhibition, % at 3 µM. r(CAG) RNA repeat, TO-PRO-1 dye displacement fluorescence. AID 651821;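 active = inhibition above the plate cutoff, the mean of all test compounds on that plate plus 3 SD, cut at about 35% in these data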;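 also: 0% = DMSO alone and 100% = 100 µM mitoxantrone as full dye displacement; higher means more dye released from RNA so lower well fluorescence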
GC-A act = GC-A (human) enzyme activation; P16066; hit rate 0.14% among 370,000; HEK293 GC-A cells, cGMP TR-FRET, EC30 ANP; 0% at EC30 ANP, 100% saturating ANP; activation, % at 10 µM; in the data active = activation above about 40%
DDE Tn6 FP inh = DD(E)-Tn6 binding inhibition, primary FP screen. P02675. Fibrin DD(E) TRITC-Tn6 fluorescence polarization displacement. inhibition, % at 8.3 µM. hit rate 0.21% among 370,000;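 active = inhibition above a per-campaign cutoff: mean of compounds within control limits plus 3 SD, cut at about 15% in these data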;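 also: 0% = median of all compound wells on the plate and 100% = blocking peptide control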
proKLK7 act = activators of human kallikrein-7 zymogen; P49862; activation, % at 7 µM; hit rate 0.9% among 370,000; purified proKLK7, EDANS-DABCYL substrate fluorescence; 100% is mature enzyme control, 0% vehicle;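 active = activation above the mean of all tested compounds plus 3 SD, computed per campaign excluding outliers beyond control limits, cut at about 13% in these data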
Target sequence (P49862 whole entry, looked up): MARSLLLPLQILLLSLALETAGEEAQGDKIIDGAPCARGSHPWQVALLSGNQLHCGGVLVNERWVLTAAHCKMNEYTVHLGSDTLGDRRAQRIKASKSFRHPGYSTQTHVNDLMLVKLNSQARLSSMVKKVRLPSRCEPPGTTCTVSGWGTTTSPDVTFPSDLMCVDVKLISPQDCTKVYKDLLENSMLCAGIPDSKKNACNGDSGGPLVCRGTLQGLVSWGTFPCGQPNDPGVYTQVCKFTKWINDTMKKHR
FXN GAA850 act = activators of GAA850 frataxin (FXN) promoter; HEK293 lucGAA850 FXN promoter luciferase reporter, 24 h; percent of 10 µM SAHA response; activation, % at 6 µM; hit rate 0.56% among 360,000; AID 540364;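 active = activation above the average of all compounds screened plus 3 SD, cutoff fixed separately per campaign, cut at about 7.5% in these data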;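 also: 0% = DMSO wells and 100% = 10 µM SAHA wells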
ARFGAP1 inh = inhibitors of rat ARFGAP1; Arfgap1-stimulated ARF1 GTP hydrolysis, GDP FP detection; inhibition, % at 16.5 µM; hit rate 0.26% among 360,000;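 active = inhibition above a per-plate limit, mean inhibition of low control wells plus 3 SD, cut at about 25% in these data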;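 also: 0% = DMSO wells with enzyme and 100% = wells lacking Arfgap1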
Target sequence (Q62848 1-136 limits assumed): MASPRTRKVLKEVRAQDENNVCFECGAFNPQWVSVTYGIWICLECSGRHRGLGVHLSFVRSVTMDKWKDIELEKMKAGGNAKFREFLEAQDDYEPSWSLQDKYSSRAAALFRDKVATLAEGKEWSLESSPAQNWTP
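material = rat Arfgap1 catalytic domain, aa 1-136 | also added = human ARF1(Δ1-17)-GTP substrate | compound dosing = one concentration, 16.5 µM, DMSO 1.26% | times = GTP hydrolysis reaction 2 h at 25 °C | measured by = FP, GDP Alexa 633 tracer displaced from anti-GDP antibody, 620/688 nm | evaluation = percent inhibition of Arfgap1-stimulated GTP hydrolysis | replication = single well per compound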
ADAM10 inh = inhibits human ADAM10 | inhibition, % at 7 µM | hit rate 0.62% among 370,000 | recombinant ADAM10, EDANS/DABCYL FRET peptide cleavage, 3 h | AID 720582 | O14672;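 active = inhibition above a per-campaign cutoff equal to the mean of compounds falling between control-based bounds plus 3 SD, cut at about 20% in these data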;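 also: 0% = DMSO wells while the 100% control is not disclosed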
Target sequence (O14672 214-748 limits assumed): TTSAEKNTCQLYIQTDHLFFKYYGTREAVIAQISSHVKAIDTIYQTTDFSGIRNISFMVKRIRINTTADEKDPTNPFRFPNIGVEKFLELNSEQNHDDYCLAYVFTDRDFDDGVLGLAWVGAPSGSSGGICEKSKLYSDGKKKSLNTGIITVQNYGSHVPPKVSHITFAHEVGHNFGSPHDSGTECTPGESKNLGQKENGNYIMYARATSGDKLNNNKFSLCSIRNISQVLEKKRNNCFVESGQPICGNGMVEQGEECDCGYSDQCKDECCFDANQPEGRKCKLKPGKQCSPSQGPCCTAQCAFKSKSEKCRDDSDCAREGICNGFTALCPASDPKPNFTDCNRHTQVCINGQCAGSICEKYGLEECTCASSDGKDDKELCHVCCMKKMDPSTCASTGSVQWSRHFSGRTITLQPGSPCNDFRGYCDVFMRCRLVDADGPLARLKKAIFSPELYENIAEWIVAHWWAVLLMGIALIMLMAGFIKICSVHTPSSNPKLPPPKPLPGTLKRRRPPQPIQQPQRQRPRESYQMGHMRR
GC-B act = GC-B (human) receptor activation; P20594; HEK293-GC-B cells, CNP EC30, cGMP TR-FRET; 0% at EC30 CNP, 100% saturating CNP; activation, % at 10 µM; hit rate 0.11% among 370,000;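 active = activation at 10 µM reaching about 35% in either raw or pattern-adjusted values, limit read from the data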
sPLA2-III inh = Inhibits HGIII-sPLA2 liposome hydrolysis, primary screen | QFRET BODIPY PC-A2 liposome hydrolysis, fluorescence | inhibition, % at 12.2 µM | hit rate 0.56% among 370,000 | AID 743126;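 active = inhibition above mean plus 3 SD of compounds lying within the high and low control bounds, cut at about 19% in these data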;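 also: 0% = median of test compound wells and 100% = no enzyme DMSO wells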
ASAP1 GAP inh = ASAP1 ArfGAP inhibition; Q9ULH1; ASAP1-stimulated ARF1 GTP hydrolysis, GDP FP detection; inhibition, % at 16.5 µM; hit rate 0.19% among 360,000; AID 624377; in the data active = inhibition above about 25%;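 also: 0% = vehicle with enzyme and substrate and 100% = no enzyme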
Numbers without * were called inactive; i = inactive; nt = no result given.

SMILES	rCAG binder	GC-A act	DDE Tn6 FP inh	proKLK7 act	FXN GAA850 act	ARFGAP1 inh	ADAM10 inh	GC-B act	sPLA2-III inh	ASAP1 GAP inh
CCC(C)c1ccc(-c2cc(C(=O)OCC(=O)Nc3cc(C)on3)c3ccccc3n2)cc1 (stereo not given)	3	-6	2	-0.8	3.0	-1	-2	5	5	-4
CC(=O)c1cnc(-c2ccccn2)s1	1	2	-1	-0.2	0.5	4	-3	-1	2	-5
CN(C)CCOC(c1ccccc1)c1ccccc1 (tested in a mixture with another compound)	-1	-21	2	-0.2	2.0	-8	-7	-11	-1	-6
O=[N+]([O-])c1ccc(CN2CCSCC2)cc1	-1	3	0	-0.6	0.8	14	3	3	6	10
COc1cccc(-n2c(SCC(=O)NCC3CCCO3)nc3c(c2=O)SCC3)c1 (stereo not given)	-2	2	-1	0.6	-0.2	-2	-3	0	2	9
Cc1ccccc1NC(=O)CSc1ccc2nnc(-c3ccccn3)n2n1	0	-3	8	0.0	1.7	1	-17	0	10	15
O=C(CCc1ccccc1)NNc1ccc(F)cc1	-1	2	-4	0.3	1.2	-2	1	1	18	-18
COc1ccc2c(CC(=O)N3CCc4ccccc43)coc2c1	3	4	-1	0.1	4.9	19	-5	-11	-6	3
COc1ccccc1N(CC(=O)Nc1cc(C)on1)S(=O)(=O)c1ccc(Cl)cc1	0	-6	0	0.9	-3.3	9	13	-7	-20	11
COC(=O)C[C@H]1CC[C@@H]2[C@H](COc3ccc(NC(=O)NCc4ccccc4)cc3C(=O)N2C)O1	1	-5	3	-0.2	nt	nt	-3	5	-12	nt
CCc1c(C(=O)NNC(=O)Nc2ccc3c(c2)OCO3)csc1C	-1	-1	4	-0.7	1.2	-7	0	2	-6	-19
ClC1(Cl)CC1Cn1c(C2CC2)nc2ccccc21 (stereo not given)	-2	5	0	-1.1	-1.1	8	-6	0	6	7
Cc1occc1C(=O)NN1C(=O)C2C3CCC(O3)C2C1=O (stereo not given)	-1	2	6	-0.5	3.0	0	-5	3	0	-5
CC(=O)CC1c2cc(F)ccc2C=C(c2ccsc2)N1c1ccc(C#Cc2cncn2C)cc1 (stereo not given)	16	-1	2	-16	nt	7	-172	-4	-12	4
CCN(C[C@H]1N[C@@](C)(C(=O)OC)[C@H]2C(=O)N(Cc3ccccc3)C(=O)[C@@H]12)S(=O)(=O)c1ccc(F)cc1	-1	0	-1	0.6	2.0	6	-5	-1	4	-3
CC(=O)Nc1ccc(OCCOc2ccc(/C=C3/C(=N)N4C=CSC4=NC3=O)cc2)cc1	13	-3	-1	2.6	0.2	-3	-244	5	-13	-17
O=C(CN1CCC(NC(=O)NCc2ccccc2)CC1)Nc1ccc2c(c1)OCCO2	1	3	6	0.3	nt	nt	-10	-7	4	nt
CCOC(=O)C(C)Oc1cccc2c(=O)n(CC(=O)NCCc3ccccc3)ccc12 (stereo not given)	-8	5	-10	0.3	1.4	16	-19	1	5	-5
O=C(CCS(=O)(=O)c1ccccc1)Nc1ccc(-c2nc3ccccc3s2)cc1	11	3	-7	-14	0.8	7	-99	-3	-10	19
COc1ccccc1-c1nnn(C/C(N)=N/O)n1	-1	-1	-1	-0.2	0.0	-4	4	5	1	-11
O=S(=O)(NCCc1csc(-c2cccnc2)n1)c1ccc(Cl)s1	4	0	-7	0.6	0.1	-5	-17	-9	6	-5
CN(C(=O)c1ccc(NC(=O)C2CCCN(C(=O)OC(C)(C)C)C2)cc1)C1CCCCC1 (stereo not given)	-12	0	4	-0.3	-0.6	11	-1	-3	-16	3
CC1CCCN(C(=O)c2cc(S(=O)(=O)N3CCCCC3)c[nH]2)C1 (stereo not given)	0	0	-6	0.0	1.5	-17	-15	-1	4	2
O/N=C/c1ccnc(SCc2ccc(Cl)cc2)n1	1	-4	-8	0.5	-0.5	12	18	-1	-56	-3
Cc1cc(C)nc(NC(=O)Cc2ccc(Cl)cc2)c1	-1	-3	1	-0.1	-0.1	2	0	2	1	-8

Some of the entries so far, comma-delimited:
Structure,rCAG binder,GC-A act,DDE Tn6 FP inh,proKLK7 act,FXN GAA850 act,ARFGAP1 inh,ADAM10 inh,GC-B act,sPLA2-III inh,ASAP1 GAP inh
CCC(C)c1ccc(-c2cc(C(=O)OCC(=O)Nc3cc(C)on3)c3ccccc3n2)cc1 (stereo not given),3,-6,2,-0.8,3.0,-1,-2,5,5,-4
CC(=O)c1cnc(-c2ccccn2)s1,1,2,-1,-0.2,0.5,4,-3,-1,2,-5
CN(C)CCOC(c1ccccc1)c1ccccc1 (tested in a mixture with another compound),-1,-21,2,-0.2,2.0,-8,-7,-11,-1,-6
O=[N+]([O-])c1ccc(CN2CCSCC2)cc1,-1,3,0,-0.6,0.8,14,3,3,6,10
COc1cccc(-n2c(SCC(=O)NCC3CCCO3)nc3c(c2=O)SCC3)c1 (stereo not given),-2,2,-1,0.6,-0.2,-2,-3,0,2,9
Cc1ccccc1NC(=O)CSc1ccc2nnc(-c3ccccn3)n2n1,0,-3,8,0.0,1.7,1,-17,0,10,15
O=C(CCc1ccccc1)NNc1ccc(F)cc1,-1,2,-4,0.3,1.2,-2,1,1,18,-18
COc1ccc2c(CC(=O)N3CCc4ccccc43)coc2c1,3,4,-1,0.1,4.9,19,-5,-11,-6,3
COc1ccccc1N(CC(=O)Nc1cc(C)on1)S(=O)(=O)c1ccc(Cl)cc1,0,-6,0,0.9,-3.3,9,13,-7,-20,11
COC(=O)C[C@H]1CC[C@@H]2[C@H](COc3ccc(NC(=O)NCc4ccccc4)cc3C(=O)N2C)O1,1,-5,3,-0.2,nt,nt,-3,5,-12,nt

Going on with the list:
SMILES	rCAG binder	GC-A act	DDE Tn6 FP inh	proKLK7 act	FXN GAA850 act	ARFGAP1 inh	ADAM10 inh	GC-B act	sPLA2-III inh	ASAP1 GAP inh
Cc1nn(C)c(=O)n1-c1ccccc1	-3	0	-1	-0.1	0.4	5	8	-2	8	0
CCn1c(CC(=O)Nc2ccccc2C)nnc1SCC(=O)NC1=NCCS1	-1	0	3	-0.4	-0.9	7	5	-3	-1	7
Cc1c(Br)c([N+](=O)[O-])nn1CC(=O)Nc1ccc2nc3n(c(=O)c2c1)CCCC3	19	0	-5	0.2	-0.5	3	5	4	-3	-5
Nc1cc[n+](CC(=O)Nc2ccccc2)cc1	5	-3	4	0.8	0.7	-1	5	1	2	-8
O=C(Cc1ccc(F)cc1)NCc1cccnc1	-2	-1	12	0.4	-1.5	0	-1	0	10	-12
COc1cccc(C(=O)Nc2c(C)nn(-c3ccccc3)c2C)c1	-5	1	-1	-0.8	-1.1	0	0	1	4	4
COC(=O)CCC(=O)Nc1sc2c(c1C#N)CCCC2	-1	-10	-7	0.1	-0.7	10	-2	-8	4	11
NC(=O)c1ccccc1NC(=O)/C=C/c1ccccc1	-1	1	1	0.7	6.4	-13	-41	-7	-1	-11
CN1CCN(C(=O)Cn2c(=O)oc3cc(S(=O)(=O)NCc4ccccc4)ccc32)CC1	0	3	4	-0.4	0.4	1	-7	3	-3	-6
O=C(CNC(=O)OCc1ccccc1)NCC(=O)Oc1ccc([N+](=O)[O-])cc1	0	4	1	0.4	1.3	1	-9	4	2	1
O=C1/C(=C\c2ccco2)SC(=S)N1Cc1ccccc1	26	-1	2	-0.2	-3.4	6	7	0	14	7
Cc1cc(C)c(C)c(C(=O)COC(=O)CNC(=O)CNC(=O)c2ccco2)c1C	4	5	4	1.1	1.1	-6	-6	7	3	-16
CC(=O)Nc1ccc(S(=O)(=O)N2CCCC2C(=O)O)cc1 (stereo not given)	1	-3	-2	-0.4	-0.5	3	5	-6	0	5
COC(=O)Cc1nnn2c1[C@@H](C)[C@@H](c1ccccc1Br)OC[C@H](C)C2	2	-2	3	-0.9	nt	-5	1	-3	-1	-6
Cc1c(C(=O)O)oc2ccc(S(=O)(=O)N3CC(C)CC(C)C3)cc12 (stereo not given)	3	0	6	0.3	0.2	0	-4	2	-7	-8
CC1=NN(c2ccccc2)C(=O)/C1=C\c1sccc1C	2	2	1	-0.1	2.3	-18	-2	-2	-2	8
COc1cccc(-c2cc(NC=O)c3ncc(-c4cccc(C(=O)NCCN(C)C)c4)n3c2)c1	12	-6	-13	0.9	3.5	2	-19	7	-17	14
CCC1CCCCN1C(=S)NC(=O)c1ccco1 (stereo not given)	1	4	1	0.1	-0.5	8	-10	2	19	-10
CC(=O)Nc1ccc(NC(=O)C(C)OC(=O)CNC(=O)c2sc3ccccc3c2Cl)cc1 (stereo not given)	1	0	3	-0.4	2.7	8	-2	4	1	3
Cc1cc(NC(=O)CCS(=O)(=O)c2ccc(F)cc2)no1	-1	1	0	-0.1	-0.8	-3	-10	-7	4	-7
O=C(NCCc1csc(-c2cccnc2)n1)c1ccccc1Br	0	-2	-9	0.2	-0.5	-4	-2	-6	11	2
CCCCc1nnc(NC(=O)CN2C(=O)c3ccccc3C2=O)s1	-1	4	3	0.4	0.6	-13	-4	6	-1	-1
CCCSc1nsc(N)n1	-1	-1	2	-0.6	-1.3	5	-8	2	-4	1
CCOC(=O)N1CCN(C(=O)C(=O)NN)CC1	-4	-3	1	0.0	2.0	0	0	2	-1	4
Cc1cc(C)n2nc(C(=O)Nc3nnc(C4CC4)s3)nc2n1	3	6	7	-0.4	2.7	10	3	0	2	-14

New compounds follow:
SMILES	rCAG binder	GC-A act	DDE Tn6 FP inh	proKLK7 act	FXN GAA850 act	ARFGAP1 inh	ADAM10 inh	GC-B act	sPLA2-III inh	ASAP1 GAP inh
C#CCOc1ccc(C2C3=C(CC(C)(C)CC3=O)N(CC(=O)O)C3=C2C(=O)CC(C)(C)C3)cc1	6	5	-4	30*	0.8	4	i	3	8	1
COc1cccc(NC(=S)N2C3CCCC2CC(NC(=O)C2CC2)C3)c1 (stereo not given)	4	1	1	0.0	0.5	-11	2	-1	4	-14
O=C(NCc1n[nH]c(=S)n1-c1ccc(Br)cc1)c1ccc(S(=O)(=O)N2CCCC2)cc1	12	-1	2	-0.4	0.5	-7	12	1	11	-3
COC(c1ccccc1)c1nc2ccccc2[nH]c1=O (stereo not given)	0	-1	-2	0.8	-2.4	1	-144	0	14	1
CC(C)Cc1nnc(NC(=O)CCC(=O)Nc2ccccc2)s1	-3	1	3	-0.8	-1.1	-2	-9	5	2	-4
Cc1cccc(NC(=O)c2cnn(C)c2)c1C	-1	0	5	-0.6	-0.3	12	-8	-2	0	3
O=C(Nc1ccc(-c2nc3cc(Cl)ccc3c(=O)o2)cc1)c1ccco1	6	-1	6	0.3	-0.2	-4	-6	-6	-6	8
O=C(Nc1cccc(O)c1)c1ccc(C(F)(F)F)cc1	-1	2	5	-1.0	3.0	9	-14	0	-22	0

Screening data as filed in PubChem BioAssay.
